# From PubChem BioAssay
# MEKK3 PB1 HTS: MEKK3-MEK5 PB1 interaction, increase or decrease. 290,000 tested, 1.4% active. bead-based flow cytometry, Alexa488-MEK5 binding to MEKK3; actives lie on both sides; 0 = blocked by unlabeled MEK5, 100 = vehicle. binding response (% of control), % at 10 µM. AID 1529. Q99759;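 active = binding response more than 3 SD above or below the average of its plate-row segment, actives on both sides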;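 also: Alexa488 bead fluorescence after subtracting the streptavidin-only scavenger bead signal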
# NALP1 yeast inh: inhibitors of NALP1 inflammasome in yeast. S. cerevisiae NALP1/ASC/caspase-1 growth, X-gal OD620, 72 h. AID 2071. 280,000 tested, 0.61% active. inhibition, % at 10 µM; in the data active = inhibition mostly above about 24%, no sharp cut-off; inactive = mostly below about 32%; also: some compounds called inactive have numbers as strong as hits
# PHOSPHO1 block: inhibitors of human PHOSPHO1 phosphatase; inhibition, % at 13.3 µM; Q8TCT1; 290,000 tested, 1.1% active; AID 1565; recombinant PHOSPHO1, absorbance phosphatase assay; in the data active = inhibition above about 60%
# Target sequence (Q8TCT1 whole entry, looked up): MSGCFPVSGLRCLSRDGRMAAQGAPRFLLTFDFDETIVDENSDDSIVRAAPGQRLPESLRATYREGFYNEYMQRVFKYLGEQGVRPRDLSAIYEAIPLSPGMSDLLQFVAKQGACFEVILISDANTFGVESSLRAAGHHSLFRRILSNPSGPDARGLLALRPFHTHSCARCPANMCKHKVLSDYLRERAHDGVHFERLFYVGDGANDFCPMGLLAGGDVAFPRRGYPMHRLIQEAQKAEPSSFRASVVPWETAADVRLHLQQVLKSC
# MEKK2 WT-MEK5: raises or lowers MEK5 binding to wildtype human MEKK2 PB1 domain; bead flow cytometry, Alexa488-MEK5 binding to MEKK2 WT; actives lie on both sides; binding response (% of control), % at 10 µM; 290,000 tested, 1.1% active; AID 1531; in the data active = binding response below about 67% or above about 130%
# OXTR agonist: agonists of human oxytocin receptor; activation, % at 3 µM; 320,000 tested, 0.32% active; P30559; CHO-OTR cells, Fluo-8 calcium fluorescence; normalized: DMSO 0%, oxytocin 100%;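 active = activation above the mean of all tested compounds plus 3 SD, cutoff set per screening run, cut at about 20% in these data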;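 also: peak over basal fluorescence ratio from a 100 s FLIPR kinetic read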
# Target sequence (P30559 whole entry, looked up): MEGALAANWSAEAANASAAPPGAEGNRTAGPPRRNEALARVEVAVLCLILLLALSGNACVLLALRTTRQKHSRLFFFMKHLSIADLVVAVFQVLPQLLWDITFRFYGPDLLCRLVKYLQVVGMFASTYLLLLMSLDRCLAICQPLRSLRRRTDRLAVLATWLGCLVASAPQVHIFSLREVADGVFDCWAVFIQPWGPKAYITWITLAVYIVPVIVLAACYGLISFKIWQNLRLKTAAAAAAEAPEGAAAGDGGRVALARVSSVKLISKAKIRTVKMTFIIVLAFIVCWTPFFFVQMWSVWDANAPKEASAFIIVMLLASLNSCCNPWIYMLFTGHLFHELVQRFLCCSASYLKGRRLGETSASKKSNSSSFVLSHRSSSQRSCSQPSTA
# DNA FID counter: counter-screen for HCV NS3 helicase inhibitors: DNA intercalator displacement; 290,000 tested, 0.17% active; DNA fluorescent intercalator displacement, fluorescence; inhibition, % at 7.9 µM; in the data active = inhibition above about 37%;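 also: 0% = vehicle and 100% = reference compound; higher means more ethidium bromide displaced from hairpin DNA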
# PfM18AAP inh: blocks P. falciparum M18 aspartyl aminopeptidase. recombinant PfM18AAP, H-Glu-NHMec fluorogenic cleavage. inhibition, % at 7.35 µM. 290,000 tested, 1.2% active. AID 1822;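 active = inhibition above the campaign mean inhibition over all tested compounds plus 3 SD, cut at about 28% in these data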;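 also: 0% = plate median of test compound wells and 100% = 2 mM ZnCl2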
# GPR7 antagonist: blocks human GPR7 receptor signaling; inhibition, % at 4.4 µM; AID 1861; P48145; 290,000 tested, 1.1% active; GPR7-expressing cells, fluorescence antagonist assay; in the data active = inhibition above about 16%, passing the limit was not always enough;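 also: cells stimulated with the agonist NPW; 0% = agonist with vehicle and 100% = vehicle without agonist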
# Target sequence (P48145 whole entry, looked up): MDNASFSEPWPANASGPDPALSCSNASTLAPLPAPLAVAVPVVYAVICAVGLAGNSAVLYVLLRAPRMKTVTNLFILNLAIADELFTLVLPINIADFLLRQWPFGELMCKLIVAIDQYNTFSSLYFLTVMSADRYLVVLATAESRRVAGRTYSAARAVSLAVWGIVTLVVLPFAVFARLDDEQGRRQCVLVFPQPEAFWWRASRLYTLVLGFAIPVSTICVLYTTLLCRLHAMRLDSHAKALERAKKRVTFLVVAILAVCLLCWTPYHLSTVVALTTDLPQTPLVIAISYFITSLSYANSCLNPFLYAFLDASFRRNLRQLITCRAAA
# MEKK2mut PB1 HTS: signal of MEK5 binding to mutant human MEKK2 PB1 domain; AID 1530; 290,000 tested, 0.35% active; percent response, % at 10 µM; bead flow cytometry, Alexa488-MEK5 binding to MEKK2 mutant; in the data active = percent response above about 24%, passing the limit was not always enough; also: inactives centre near 1; some results filed as inactive read as strong as hits; reference of the scale not given here
# * marks the source's active call; other numbers are inactive results; · = no result given. Compounds as they come; about 6.2% have a hit in one of these screens.
SMILES,MEKK3 PB1 HTS,NALP1 yeast inh,PHOSPHO1 block,MEKK2 WT-MEK5,OXTR agonist,DNA FID counter,PfM18AAP inh,GPR7 antagonist,MEKK2mut PB1 HTS
Cn1c(=O)cc(OCC(=O)NCc2ccccn2)c2ccccc21,102,2,-26,100,0.7,-8,-1,5,0
CC1CCC(C(C)C)C(OC(=O)Cn2c(-c3ccc(F)cc3)[n+](C)c3ccccc32)C1 (stereo not given),102,27,4,133,-2.5,8,-3,54*,15
CC(=O)c1ccc(Oc2nc3c(c(=O)n(C)c(=O)n3C)n2C)cc1,101,-4,-27,102,0.0,1,2,-7,0
CCOc1ccc(S(=O)(=O)NCCC(=O)OCC(=O)c2ccc[nH]2)cc1,109,-9,28,97,5.2,-13,0,-2,4
Cc1ccc(NC(=O)NNS(=O)(=O)c2ccc(Br)cc2)cc1,104,-2,-12,108,3.1,0,-4,3,9
Brc1ccccc1OCCOc1cccc2cccnc12,91,27,-9,100,-2.5,-15,4,0,-1
CCN(CC(=O)Nc1cccc(S(=O)(=O)N2CCCC2)c1)CC(=O)Nc1ccccc1OC,109,4,13,100,0.1,-28,-2,-4,-1
CCOc1cc(Br)ccc1S(=O)(=O)N1CC(C)OC(C)C1 (stereo not given),101,-20,20,99,2.6,-10,-3,10,6
Cc1ccc(S(=O)(=O)NC(CC(=O)O)c2ccc(F)cc2)cc1 (stereo not given),101,23,19,107,1.0,-8,2,9,2
CC1=CC(=C2C(=O)c3ccccc3C2=O)C=C(C)O1,·,14,6,·,-0.7,4,0,-2,·
O=C(CSc1ccccc1)Nc1nc2ccccc2[nH]1,102,25,-2,93,1.6,-4,0,-6,-3
COc1ccc(OCC(=O)N/N=C(\C)c2ccc(OC)cc2)cc1,104,4,-2,102,0.4,-9,1,0,-4

# Ordered by heavy-atom count (smallest number first): three of the compounds above.
SMILES,MEKK3 PB1 HTS,NALP1 yeast inh,PHOSPHO1 block,MEKK2 WT-MEK5,OXTR agonist,DNA FID counter,PfM18AAP inh,GPR7 antagonist,MEKK2mut PB1 HTS
CCOc1cc(Br)ccc1S(=O)(=O)N1CC(C)OC(C)C1 (stereo not given),101,-20,20,99,2.6,-10,-3,10,6
CC1CCC(C(C)C)C(OC(=O)Cn2c(-c3ccc(F)cc3)[n+](C)c3ccccc32)C1 (stereo not given),102,27,4,133,-2.5,8,-3,54*,15
CCN(CC(=O)Nc1cccc(S(=O)(=O)N2CCCC2)c1)CC(=O)Nc1ccccc1OC,109,4,13,100,0.1,-28,-2,-4,-1

# Additional structures follow.
SMILES,MEKK3 PB1 HTS,NALP1 yeast inh,PHOSPHO1 block,MEKK2 WT-MEK5,OXTR agonist,DNA FID counter,PfM18AAP inh,GPR7 antagonist,MEKK2mut PB1 HTS
Cc1ccc(S(=O)(=O)NCC2CCC(C(=O)N3CCOCC3)CC2)cc1 (stereo not given),116,8,32,115,0.6,-31,-2,-5,20
CC(c1ccccc1)C(CC(=O)O)C(=O)Nc1ccc(Cl)c(Cl)c1 (stereo not given),100,14,29,92,0.4,-28,-14,2,-3
COc1ccc(NC(=O)Nc2cnccn2)c(OC)c1,102,11,23,104,-0.9,-4,7,-3,4
CCCc1nnc(NC(=O)CCC(=O)NCc2ccc(OC)cc2)s1,98,·,8,101,-2.8,-10,-1,-16,4
COc1cc(OC)c(Nc2cc(C)nc3nc(C)nn23)cc1Cl,95,25,-18,91,-1.2,-22,-10,1,1
O=C(NCc1ccco1)C(c1ccccc1)N(C(=O)Cc1cccs1)c1ccccc1F (stereo not given),100,-10,-90,97,-1.4,-29,7,2,-3
COc1cc(OC)cc(C(=O)NCC2CCCN(C(=O)c3csc(C(C)C)n3)C2)c1 (stereo not given),104,4,13,102,·,-33,2,-8,-1
COC(=O)c1ccc(NC(=O)CCN2CCN(Cc3ccccc3)CC2)cc1,105,10,-29,99,1.6,13,-2,-1,-2
O=C(COC(=O)CCc1ccccc1)Nc1ccc(F)cc1Cl,93,9,-28,91,0.5,-13,-3,6,-6
COc1ccccc1CNC(=O)Nc1cccs1,102,3,-47,99,-1.0,-9,17,-3,4
CC(C)=CCCC1(C)C=Cc2c(ccc3c2[nH]c2cc(O)c(C)cc23)O1 (stereo not given),95,10,-4,93,-0.9,9,1,-25,3
Cc1ccc(C)c(N2CCN(C(=O)c3ccccc3Br)CC2)c1,97,·,·,92,3.2,-31,2,-1,6

# 14 neighbouring records from above, for reference:
SMILES,MEKK3 PB1 HTS,NALP1 yeast inh,PHOSPHO1 block,MEKK2 WT-MEK5,OXTR agonist,DNA FID counter,PfM18AAP inh,GPR7 antagonist,MEKK2mut PB1 HTS
O=C(CSc1ccccc1)Nc1nc2ccccc2[nH]1,102,25,-2,93,1.6,-4,0,-6,-3
COc1ccc(OCC(=O)N/N=C(\C)c2ccc(OC)cc2)cc1,104,4,-2,102,0.4,-9,1,0,-4
Cc1ccc(S(=O)(=O)NCC2CCC(C(=O)N3CCOCC3)CC2)cc1 (stereo not given),116,8,32,115,0.6,-31,-2,-5,20
CC(c1ccccc1)C(CC(=O)O)C(=O)Nc1ccc(Cl)c(Cl)c1 (stereo not given),100,14,29,92,0.4,-28,-14,2,-3
COc1ccc(NC(=O)Nc2cnccn2)c(OC)c1,102,11,23,104,-0.9,-4,7,-3,4
CCCc1nnc(NC(=O)CCC(=O)NCc2ccc(OC)cc2)s1,98,·,8,101,-2.8,-10,-1,-16,4
COc1cc(OC)c(Nc2cc(C)nc3nc(C)nn23)cc1Cl,95,25,-18,91,-1.2,-22,-10,1,1
O=C(NCc1ccco1)C(c1ccccc1)N(C(=O)Cc1cccs1)c1ccccc1F (stereo not given),100,-10,-90,97,-1.4,-29,7,2,-3
COc1cc(OC)cc(C(=O)NCC2CCCN(C(=O)c3csc(C(C)C)n3)C2)c1 (stereo not given),104,4,13,102,·,-33,2,-8,-1
COC(=O)c1ccc(NC(=O)CCN2CCN(Cc3ccccc3)CC2)cc1,105,10,-29,99,1.6,13,-2,-1,-2
O=C(COC(=O)CCc1ccccc1)Nc1ccc(F)cc1Cl,93,9,-28,91,0.5,-13,-3,6,-6
COc1ccccc1CNC(=O)Nc1cccs1,102,3,-47,99,-1.0,-9,17,-3,4
CC(C)=CCCC1(C)C=Cc2c(ccc3c2[nH]c2cc(O)c(C)cc23)O1 (stereo not given),95,10,-4,93,-0.9,9,1,-25,3
Cc1ccc(C)c(N2CCN(C(=O)c3ccccc3Br)CC2)c1,97,·,·,92,3.2,-31,2,-1,6

# (continued)
SMILES,MEKK3 PB1 HTS,NALP1 yeast inh,PHOSPHO1 block,MEKK2 WT-MEK5,OXTR agonist,DNA FID counter,PfM18AAP inh,GPR7 antagonist,MEKK2mut PB1 HTS
COCCN(C(=O)c1snc(C(N)=O)c1N)C(C(=O)NC1CCCCC1)c1ccc(F)cc1 (stereo not given),99,7,5,96,-1.5,-33,2,8,-10
COc1ccc(N2CC(C)Cn3c2nc2c3c(=O)n(Cc3ccccc3F)c(=O)n2C)c(OC)c1 (stereo not given),100,13,6,91,-2.1,-27,0,-4,0
C=CCn1c(SCC(=O)OCc2ccccc2)nc2c1c(=O)n(C)c(=O)n2C,99,17,15,98,-0.3,-25,2,-11,-1
CC1=CC(C)=Nc2ccccc2N1,91,1,15,91,-0.7,0,-1,-4,-7
C=CCN=C(C)C1=C(O)C(C)OC1=O (stereo not given),134*,32,8,103,-0.5,-2,-1,-4,1
CCOC(=O)c1ccc(S(=O)(=O)N2CCN(C(C)=O)CC2)cc1,108,6,36,98,-0.7,-6,-6,-9,-4
COC(=O)C1=C(NC(=O)c2ccc(C)c(C)c2)CCS1,105,19,-22,104,-1.4,-3,-1,0,5
CC1CN(CCOc2cccc(Oc3ccccc3)c2)CC(C)O1 (stereo not given),105,19,-2,111,-1.6,-2,2,-20,3
CCN(CC(=O)NCc1cccs1)S(=O)(=O)c1ccc(NC(C)=O)cc1,102,9,25,102,1.6,-2,-3,-7,1
S=c1[nH]c(-c2ccccc2)cn1/N=C/c1cccnc1,97,·,43,100,-0.2,-8,62*,-6,-2
O=C(NCc1n[nH]c(=S)n1-c1ccccc1)c1ccc(S(=O)(=O)N2CCOCC2)cc1,94,10,-63,97,0.2,-4,11,0,-2
CCOC(=O)c1cc(C(=O)NN)c(C)nc1C,88,16,-2,87,0.2,-3,-4,-6,-4
Cc1ccc2nc(SCc3cn4cccnc4n3)[nH]c2c1,98,32,-13,92,0.3,-5,-3,2,-1
COc1ccc(C)cc1S(=O)(=O)NCCc1ccccc1,106,8,4,110,-0.9,-16,-8,16,4
Cc1ccc(NC(=O)COc2ccc(C3SCCS3)cc2)cc1,92,16,11,97,4.0,1,-1,-6,-3
CCOC(=O)c1ccc(NC(=O)CC2S/C(=N/N=C3/NC(=O)CS3)NC2=O)cc1 (stereo not given),99,0,24,96,-1.2,-15,9,-14,2
Cc1ccc(C(=O)N/C(=C\c2ccccc2)C(=O)NCC2CCCO2)cc1 (stereo not given),101,38,6,105,-0.8,-2,3,2,19
O=C(CCn1ccnc1)Nc1cc(Cl)ccc1O,102,14,40,100,-0.7,-2,-11,1,4
Cc1ccc2c(c1)cc1c(=O)[nH]ncn12,·,-5,24,·,-2.7,3,-2,-2,·
CCOC(=O)c1c(CN(C)C)n(C)c2c(O)c(N=NC(N)=O)c3ccc(Br)cc3c12,103,9,39,109,-1.1,24,-8,-17,13
COc1ccc(-n2c(=O)cc(N3CCc4ccccc43)[nH]c2=O)cc1,106,11,-2,101,-0.1,2,-2,11,4
Cc1nc2c(C(=O)NCc3ccc4c(c3)OCO4)cnn2c(C)c1Cc1ccc(F)cc1Cl,104,9,13,104,1.0,-1,-10,-12,5
CCOC(=O)C1CSC(CC(=O)Nc2ccc(OC(F)(F)F)cc2)C(=O)N1 (stereo not given),100,-10,-2,101,-1.4,-19,-2,-2,-2
C/C(=N\N1C(=O)CSC1=S)c1ccc(Br)cc1,99,-8,-114,91,1.4,21,50*,-9,-2
O=C(CSc1nnnn1C1CC2CCC1C2)Nc1ccnc2ccccc12 (stereo not given),·,8,-19,·,17,-16,5,23*,·
CCCC(C(=O)c1ccccc1)n1cncn1 (stereo not given),99,10,14,97,-0.3,5,1,-5,-1
O=C(c1ccc(-c2nnc(-c3ccccc3)o2)cc1)N1CCCCCC1,99,-12,-7,100,1.7,-14,8,-1,1
CCCc1cc(NC(=O)CCl)n(-c2ccccc2)n1,100,8,34,98,-1.3,1,9,-7,-1
CC(C)(C)C(=O)NC(=S)NNC(=O)c1ccc(Cl)cc1Cl,95,7,-137,98,98*,-7,0,32*,-3
O=C(O)/C(CC(=O)c1ccc(Cl)cc1)=N/Nc1ccc([N+](=O)[O-])cc1[N+](=O)[O-],103,-4,7,105,-0.9,30,8,-15,7
CCOC(=O)N1CCN(S(=O)(=O)c2cc([N+](=O)[O-])c(C)cc2C)CC1,100,1,44,104,-0.4,-9,-1,-9,2
O=c1c2ccccc2nnn1CSc1ncnc2ccccc12,109,8,48,105,-0.8,-2,10,-12,5
COc1ccccc1C(=O)NCC(=O)OCC(=O)c1ccc2c(c1)-c1ccccc1C2,110,·,4,99,1.0,4,4,-9,4
Clc1cccc(Nc2nc(-c3cccnc3)cs2)c1,·,17,-31,154*,-2.4,3,6,-8,·
COc1cc(/C=C(/NC(=O)c2ccccc2Cl)C(=O)O)cc(OC)c1OC,98,0,34,96,-0.1,3,-3,-5,6
O=C(NNC(=O)c1ccccc1[N+](=O)[O-])c1ccco1,98,3,20,94,0.8,-4,10,-8,-4
